# From PubChem
# NPYLR7 ag – mosquito NPYLR7 agonism | HEK293T NPYLR7/Galpha15, GCaMP6s calcium fluorescence | 270,000 compounds, 0.15% hits | activation, % at 10 µM | AID 1259423; in the data active = activation above about 40%;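 note: 0% = vehicle and 100% = reference agonist at the receptor; some compounds past the cut are filed as inactive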
# hcGAS inh – inhibitors of human cGAS. inhibition, % at 12.5 µM. 290,000 compounds, 0.081% hits. Q8N884. recombinant h-cGAS, ATP depletion, Kinase-Glo luminescence;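 note: 0% = vehicle reaction and 100% = reaction without DNA for no activity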
# Target sequence (Q8N884 whole entry, looked up): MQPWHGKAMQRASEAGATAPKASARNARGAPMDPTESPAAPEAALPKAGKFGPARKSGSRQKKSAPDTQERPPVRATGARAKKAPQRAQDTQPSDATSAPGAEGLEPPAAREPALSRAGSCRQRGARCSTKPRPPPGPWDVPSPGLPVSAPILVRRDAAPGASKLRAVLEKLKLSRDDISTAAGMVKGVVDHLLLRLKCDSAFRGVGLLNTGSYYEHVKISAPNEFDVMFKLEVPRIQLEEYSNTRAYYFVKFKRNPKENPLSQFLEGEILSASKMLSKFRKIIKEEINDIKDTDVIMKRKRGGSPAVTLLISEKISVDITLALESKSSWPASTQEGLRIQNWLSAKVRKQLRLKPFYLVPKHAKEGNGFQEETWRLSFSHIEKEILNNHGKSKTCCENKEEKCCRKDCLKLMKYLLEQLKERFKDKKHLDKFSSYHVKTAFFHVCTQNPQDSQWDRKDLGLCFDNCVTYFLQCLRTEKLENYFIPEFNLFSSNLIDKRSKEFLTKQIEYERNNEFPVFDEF
# mcGAS inh – mouse cGAS inhibition by luminescence | recombinant cGAS, Kinase-Glo ATP depletion luminescence | AID 1259399 | inhibition, % at 12.5 µM | 160,000 compounds, 0.15% hits | Q8C6L5;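 note: 0% = negative control wells and 100% = reference inhibitor with no enzyme activity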
# * marks the source's active call; other numbers are inactive results; nt = no result given; & = joins results of further samples. Cut-off read from the data, not from the text of the source, unless noted: active = inhibition above about 40%; inactive = the rest. An unsorted share of the library. About 0.26% of those tested had a hit in this group.
# Start of the listing, in advance (2 entries):
SMILES,NPYLR7 ag,hcGAS inh,mcGAS inh
Cc1nnc(NC(=O)CSc2c(CC(C)C)cnc3c2c(=O)n(C)c(=O)n3C)s1,2.9,-8.8,-9.2
Cc1ccc(OCC(=O)Nc2cc(C)nn2-c2ncnc3c2cnn3-c2ccc(C)cc2C)cc1,7.7,-2.3,-7.0

# All compounds of this part, repeating the preview:
SMILES,NPYLR7 ag,hcGAS inh,mcGAS inh
Cc1nnc(NC(=O)CSc2c(CC(C)C)cnc3c2c(=O)n(C)c(=O)n3C)s1,2.9,-8.8,-9.2
Cc1ccc(OCC(=O)Nc2cc(C)nn2-c2ncnc3c2cnn3-c2ccc(C)cc2C)cc1,7.7,-2.3,-7.0
O=C(N1CCC1c1ccc(F)cc1)C1(Cn2cccn2)CC1 (centres undefined),-5.9,-7.9,nt
Cc1csc(C(=O)NCC2(N)CCCC2)c1,3.3,-9.0,nt
Cn1nnc2c([nH]c3ccccc32)c1=O,-5.3,-0.7,nt
C=CCNS(=O)(=O)c1ccc(C(=O)N2CCc3cnccc32)cc1,1.7,-8.1,-15.7
Cc1nc(N(C)C)nc(NCCc2nc(-c3ccncc3)n[nH]2)c1C,8.4,-4.1,-9.7
CN(C)c1cc(C(C)(C)C)nc(SCc2cccc(C(=O)O)c2)n1,12.4,-5.0,-4.9
Cc1ccc(C(=O)N2CC[C@@H](c3ccc4ccccc4c3)[C@H](O)C2)c(=O)n1C,-5.6,-1.5,nt
CC1CCN(Cc2ncc(-c3ccccc3)o2)C2CCCCC12 (centres undefined),3.7,-4.0,nt
Cc1cc(Nc2ccc3c(n2)C(=O)N(CC(=O)NCc2ccccc2)C3)n(C)n1,6.0,-6.0,nt
Cc1cc(CNC(=O)CN(C)C2CCS(=O)(=O)C2)c2[nH]c(C)c(C)c2c1 (centres undefined),14.8,-3.9,nt
Cc1cc(=O)c(C(=O)N(C)CC(=O)Nc2cccc(F)c2)nn1-c1ccc(Cl)cc1,-0.9,-5.0,-6.5
COc1ccc(CN2CCCC(CNC(=O)CO)C2)cc1C (centres undefined),7.7,-10.5,-11.9
Cn1c(=O)c2c(ncn2CCCn2cnc3c2c(=O)n(C)c(=O)n3C)n(C)c1=O,2.4,-5.6,nt
CCC(C(=O)N(Cc1ccco1)Cc1cc(NC(=O)C2CCC2)ccc1N(C)C)c1ccccc1 (centres undefined),nt,-5.3,-4.4
Cc1nnc(NCc2n[nH]c(=O)c3ccccc23)c2ccccc12,-4.6,-2.0,nt
CC(C)(C)c1ccc(C(=O)NCC(=O)N=Nc2c(O)[nH]c3ccccc23)cc1,-0.4,-3.6,-8.6
CC1(C(=O)NS(=O)(=O)c2cccc(Cl)c2)CCN1C(=O)Cc1ccccc1 (centres undefined),-2.1,-11.4,nt
CC(C)OC(=O)c1ccc2c(c1)C(=O)N(c1cccc([N+](=O)[O-])c1)C2=O,-2.0,-6.8,-5.7
COc1ccc(C(C)(C)CNC(=O)c2ccn(C)c(=O)c2)cc1OC,9.6,-6.8,-11.4
Cc1ccc2c(c1)C1(SCCN1C(=O)c1cccs1)C(=O)N2Cc1ccccc1Cl (centres undefined),19.2,-5.7,-3.9
O=C(NCC1CCCO1)c1csc(COc2ccc3c(c2)OCO3)n1 (centres undefined),-3.2,-3.7,-4.9
COC(=O)C1=C(NC(=O)CSCc2ccccc2)CCS1,-1.0,-4.0,-5.8
O=C(NCc1cccc(F)c1)c1ccccc1N1CCC(NC(=O)C2CC2)CC1,-3.9,-7.0,-5.5
CCOC(=O)c1c(C)[nH]c(C(=O)OCC(=O)N2CCCC2)c1C,2.1,-6.0,nt
C=CCN(Cn1nc(C2CCS(=O)(=O)C2)n(C)c1=S)C1CCCC1 (centres undefined),-0.6,5.9,nt
CNC(=S)N(CCc1ccc(Cl)cc1)C1CC(=O)N(c2ccc(F)cc2)C1=O (centres undefined),-7.7,-0.7,-4.0
O=C1NC(=S)N/C1=C/c1cccc(Cl)c1Cl,-0.1,4.8,4.6
O=C(c1cccc(Br)c1)N(CCN1CCCC1)CC(=O)N1CCc2sccc2C1COc1ccc(F)cc1 (centres undefined),-0.9,-2.5,-3.6
O=C(c1cc(C2CC2)on1)N1CCN(c2cccc(Cl)c2Cl)CC1,-13.9,-12.5,nt
CCOC(=O)c1c(NC(=O)C2CC2)sc2c1CCC2,5.3,-12.8,nt
CCn1c(SCC(=O)Nc2ccccc2F)nc2c(-c3ccccc3)c[nH]c2c1=O,-0.7,1.8,2.6
CCc1sc(C(=O)Nc2nccn2Cc2ccccc2)cc1C,3.0,1.0,nt
Cn1c(-c2ccc(-c3ccccc3)cc2)c[nH]c1=S,8.5&7.5,-3.4&-0.2,nt
O=C(NC1CCCC1)N1CCN(C(c2ccc(F)cc2)c2ccc(F)cc2)CC1,-1.7,1.6,-0.1
COc1ccc(C=C2SC(=O)N(CCN)C2=O)cc1OC,1.1,-1.7,-2.8
N#Cc1cccnc1NCc1ccccc1Cl,1.2,-11.9,nt
O=C(c1cc(COc2ccc(F)cc2Cl)on1)N1CCCCC1c1ccccn1 (centres undefined),4.5,-5.7,-9.7
CCN(CC)Cc1cnc2c(C(=O)N3CCC3c3cccs3)cnn2c1 (centres undefined),25.5,-1.5,nt
CCCCn1c(N)c(N(Cc2ccco2)C(=O)c2cc(C)cc(C)c2)c(=O)[nH]c1=O,1.5,-5.3,-5.8
CC1CC(=O)NN1C(=O)/C=C/c1cn(-c2ccccc2)nc1-c1ccccc1 (centres undefined),2.3,-3.3,nt
NC(=O)NN=Cc1c(F)c(F)c(F)c(F)c1F,1.9,-8.6,-8.0
CC(C)CC(C)OCCC(=O)N1CCC(O)CC1 (centres undefined),-0.3,-18.2,nt
CCc1c(C(=O)NCc2ccco2)c(CC(C)C)nn1-c1cccc(C)c1,-3.5,-3.3,-3.6

# Copied from the list.
# Reading for CC1CC(=O)NN1C(=O)/C=C/c1cn(-c2ccccc2)nc1-c1ccccc1 (centres undefined) in hcGAS inh: -3.3
# Reading for O=C(c1cc(COc2ccc(F)cc2Cl)on1)N1CCCCC1c1ccccn1 (centres undefined) in hcGAS inh: -5.7
# Reading for N#Cc1cccnc1NCc1ccccc1Cl in NPYLR7 ag: 1.2

# (next part)
SMILES,NPYLR7 ag,hcGAS inh,mcGAS inh
COc1ccc(OC)c(NC(=O)Nc2cccc(-c3cn4nc(OC)ccc4n3)c2)c1,-2.0,-6.2,-10.0
O=C(NC1CCN(CC2CCOC2)CC1)c1ccc(F)c(F)c1 (centres undefined),2.7,-12.2,nt
O=C1NC2(CCC2)C(=O)N1Cc1noc(C2CC2)n1,1.6,-6.8,-14.8
CC(C)NC(=O)N(Cc1ccccc1)CC1CC(c2cccnc2)=NO1 (centres undefined),-3.4,-2.7,-4.1
COc1ccc([C@H](C)NC(=O)c2c(C)noc2-c2ccc(C(C)(C)C)cc2)cc1,2.0,-6.0,-6.1
O=C(c1cscn1)N1CCC2(CCCN(CCCc3ccccc3)C2)C1 (centres undefined),6.1,-9.8,nt
COc1ccccc1-c1cc(C(=O)O)c2[nH]c(C)nc2n1,-1.7,-6.7,-8.2
COCCCN(CC(=O)N(CCc1c[nH]c2ccccc12)Cc1ccc(C(F)(F)F)cc1)S(=O)(=O)c1cccc2cccnc12,29.4,-3.5,-4.0
CC(=O)N1CCN(c2ncccc2CNC(=O)c2cn3ccsc3n2)CC1,0.3,-4.2,-15.9
COc1ccc(C=C(C#N)C(=O)c2ccc(OC)cc2)cc1,0.6,2.7,37.8
O=C(NNC(=O)c1cc(Br)c[nH]1)c1ccccc1,10.5,-5.8,nt
COC(=O)CSc1ccc(NC(=O)C2CC2)nn1,-3.4,-1.9,nt
CCOc1cc(F)ccc1NC(=O)Nc1cccc(C#N)c1,-0.4,-14.7,-8.4
CCOc1ccc(C(=O)Nc2ccc(Cl)c(-c3nc4ccccc4o3)c2)cc1Br,8.2,-3.6,-5.4
O=C(O)CSc1nnc(Cc2ccncc2)n1-c1cccnc1,-5.0,-2.7,nt
Cc1ccc2nc(N(Cc3cccnc3)C(=O)Cc3ccccc3)sc2c1,-10.1,-0.7,-5.6
Cc1nc2sccn2c(=O)c1NC(=O)COc1ccccc1,0.2,-10.0,-7.0
COCCCN(CC(=O)N1CCc2sccc2C1COc1cccc(OC)c1)C(=O)C1CCCC1 (centres undefined),-3.5,-3.9,-5.0
O=C(Cn1nc(C2CC2)c2cnn(-c3ccccc3)c2c1=O)NC1CCCC1,-2.3,3.4,nt
Nc1cnc(Cl)nc1N,-0.8,6.7,nt
CCOc1ccc(C2=NC(=Cc3ccccc3F)C(=O)O2)cc1OCC,-0.7,-6.5,-6.7
O=C(NCCn1ncc2c(=O)n(Cc3cccc(F)c3)cnc21)c1ccc2c(c1)OCO2,-3.4,-3.0,-7.7
CC1(C)N=C2C(=[N+]1[O-])CCC/C2=N/O,-9.8,3.1,nt
CCOC(=O)c1c(NC2=CC(=O)CCC2)sc2c1CCCC2,-3.5,-6.3,nt
Cc1c(CCNS(=O)(=O)c2ccc3ccccc3c2)sc2nc(-c3ccc(Cl)cc3)nn12,-1.0,-3.8,-6.4
COC(=O)c1cccc(C(=O)NC2CC(=O)N(CCc3ccccc3)C2)c1 (centres undefined),7.7,-9.9,nt
Cc1cc2nc(N(Cc3ccccn3)C(=O)c3ccc(N4C(=O)CCC4=O)cc3)sc2cc1C,-3.8,-6.4,-8.3
O=C(Nc1ccc(-n2nc(OCc3ccc(F)cc3)nc2-c2ccccc2F)cc1)c1ccc([N+](=O)[O-])cc1,25.5,-13.3,-5.1
CN(Cc1cccnc1)c1nncc(-c2ccc(C3CCCCC3)cc2)n1,1.4,-5.0,nt
CCOC(=O)C1(Cc2ccc(OC)cc2)CCN(C(=O)C(=O)c2ccccc2)CC1,2.8,-8.1,nt

# Whole records as entered above:
# Record of Cc1csc(C(=O)NCC2(N)CCCC2)c1 → NPYLR7 ag: 3.3; hcGAS inh: -9.0; mcGAS inh: nt
# Record of CC(C)CC(C)OCCC(=O)N1CCC(O)CC1 (centres undefined) → NPYLR7 ag: -0.3; hcGAS inh: -18.2; mcGAS inh: nt

# (further entries)
SMILES,NPYLR7 ag,hcGAS inh,mcGAS inh
CC(C)c1onc(C(=O)N2CCOCC2)c1[N+](=O)[O-],2.8,-1.7,-1.5
Nc1nc(CSc2nnnn2C2CC2)nc(Nc2ccccc2)n1,7.1,-4.3,nt
COc1ccc(-c2cnc3ncnn3c2N2CCN(c3nc(C)cc(C)n3)CC2)cc1OC,nt,-5.8,-7.0
Cn1ccsc1=NC(=O)CNC(=O)c1ccc(C(C)(C)C)cc1,8.3,-2.4,nt
Cc1ccccc1Cc1nnc(NC(=O)CC2CNCCO2)s1 (centres undefined),-1.8,-3.1,-10.6
CC(=O)NCCNc1nc2cc(-c3ccc(C(=O)N4CCN(C)CC4)cc3)sc2c(=O)n1C,8.7,-3.7,nt
CCN=c1scc(-c2cccc(Br)c2)n1/N=C\c1cccnc1,2.8,-8.3,nt
CC(C)(C)P(=Nc1ccc([N+](=O)[O-])cc1)(c1ccncc1)N1CCCCCC1 (centres undefined),2.5,-3.4,nt
Cc1nc2nc(N)nn2c(C)c1CCC(=O)N(C)Cc1ccc(Cl)cc1Cl,5.2,3.3,-0.5
Cc1ccccc1CCC1CCCN(C(=O)c2nc3ncccn3n2)C1 (centres undefined),3.3,-6.4,nt
O=C(Cc1ccccc1)NC1CCN(c2ccccc2C(=O)NCc2ccc(F)cc2)CC1,-9.8,-1.6,-2.7
COc1ccc2c(c1)[C@@]1(C)CCC(=O)C[C@H]1CC2,-11.6,-1.2,1.6
Cc1cccc(Nc2nc3c([nH]2)c(=O)n(C)c(=O)n3C)c1,-13.6,4.1,0.9
O=C(NN=Cc1ccc(-c2ccc(Br)cc2)o1)c1ccccc1,-5.7,-2.5,-1.1
CCCOC(=O)C1=C(C)NC2=C(C(=O)CCC2)C1c1ccccc1OC(C)C (centres undefined),1.1,-9.0,nt

# Next part, overlapping the part above by 2 compounds.
SMILES,NPYLR7 ag,hcGAS inh,mcGAS inh
O=C(NN=Cc1ccc(-c2ccc(Br)cc2)o1)c1ccccc1,-5.7,-2.5,-1.1
CCCOC(=O)C1=C(C)NC2=C(C(=O)CCC2)C1c1ccccc1OC(C)C (centres undefined),1.1,-9.0,nt
COc1ccc(C(=O)N2CCN(c3cc(Cl)nc(SCC(=O)N4CCc5ccccc5C4)n3)CC2C)cc1 (centres undefined),3.1,1.3,-2.0
Cc1csc(SCC(=O)N2CCc3c(cnc(C)c3CNC(=O)c3ccccc3F)C2)n1,20.1,-8.7,-12.4
Cc1ccc(-c2nnc(C(C)Nc3ccc4c(c3)OCCCO4)o2)cc1 (centres undefined),9.5,2.5,nt
COc1ccc(F)c(-c2nc(Cn3cnc(C)c3)c(C)o2)c1,21.1,-4.7,nt
COc1ccc(C=C2N=C(c3ccc(OCCC(C)C)cc3)OC2=O)cc1OC,-3.4,-6.6,-5.1
Cc1cnc(NC(=O)Cc2csc(-c3ccc(Cl)cc3)n2)s1,-0.3,-4.8,-6.9
CNc1cnc(-c2ccc(F)c(F)c2F)cn1,-1.0,-8.4,nt
COc1cccc(N=C2SC(C(=O)Nc3ccccc3OC)CC(=O)N2C)c1 (centres undefined),1.4,-3.8,-5.5
O=C1C2C3C=CC(CC3)C2C(=O)N1/N=C\c1cc2c(cc1Br)OCO2 (centres undefined),4.4,-0.5,-2.7
O=c1cc(CN2CCCC2c2noc(C3CC3)n2)nc2sccn12 (centres undefined),-9.6,16.9,nt
Cn1ccnc1CN1CCN(C(=O)c2cn(CCN3CCCCC3)nn2)CC1,4.9,-3.0,-8.2
Cc1ccccc1C(C#N)C(=O)CCc1ccccc1 (centres undefined),-1.5,-2.7,nt
Cc1nc2scc(C)n2c(=O)c1NC(=O)C1CCCC1,6.5,-4.5,-6.3
